# EBI2 antag: antagonists of human EBI2 receptor; P32249; AID 651636; EBI2 beta-arrestin recruitment, luminescence, 7a,25-OHC stimulated; hit rate 0.81% among 360,000; inhibition, % at 5 µM; in the data active means inhibition above about 38%;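 further: enzyme fragment complementation signal reports receptor beta-arrestin coupling in cells; 0% = agonist plus DMSO wells and 100% = wells without agonist; some results beyond the cut were filed as inactive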
# Target sequence (P32249 whole entry, looked up, the tested form may be a part): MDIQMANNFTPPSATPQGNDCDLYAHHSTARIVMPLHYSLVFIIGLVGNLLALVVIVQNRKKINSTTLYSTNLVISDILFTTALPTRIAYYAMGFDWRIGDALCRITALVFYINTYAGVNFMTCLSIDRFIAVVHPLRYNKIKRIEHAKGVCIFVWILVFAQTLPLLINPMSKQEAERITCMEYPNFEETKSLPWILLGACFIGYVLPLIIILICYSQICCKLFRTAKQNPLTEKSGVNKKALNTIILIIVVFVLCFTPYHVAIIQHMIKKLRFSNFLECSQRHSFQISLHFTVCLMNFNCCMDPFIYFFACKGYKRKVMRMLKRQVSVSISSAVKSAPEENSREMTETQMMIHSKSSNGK
# An asterisk follows results filed as active. An excerpt; count on the stated rates, not on these rows.
SMILES,EBI2 antag
COC(=O)c1cccc(CC2(C)C(=O)Nc3cc(-c4ccccc4Cl)ccc32)c1 (stereo unspecified),1
CSC[C@H]1CN(c2ccccc2)C(=O)[C@@H]1CC(=O)Nc1ccccc1,-16
CCC(CC)CC1CN2CCc3cc(OC)c(OC)cc3C2CC1(O)CC (stereo unspecified),2
CC(=O)c1cccc(-c2cnc3c(NC=O)cc(-c4ccc(N5CCN(C)CC5)cc4)cn23)c1,9
COc1ccccc1-c1ccc2c(c1)C(C)(Cc1cccc(F)c1)C(=O)N2 (stereo unspecified),27
C[C@H](c1ccccc1)N1C[C@H](COCc2ccccc2)Oc2cc(N3CC[C@H](O)C3)ccc2S1(=O)=O,13
CC(=O)Nc1cccc(-c2ccnc3c2CC(C(=O)NCc2ccncc2)O3)c1 (stereo unspecified),3
C[C@@H](NC(=O)[C@@H]1CCCN1C(=O)[C@@H]1CCCN1)c1ccccc1,-3
Cn1c(=O)c2cc(NC(=O)NCCc3ccccc3)ccc2n1Cc1ccc(F)cc1,-14
COCCNC(=O)c1nn2c(C(F)(F)F)cc(-c3ccccc3)nc2c1Br,-10
Cc1cscc(C)c1=S,-8
O=S1(=O)CC(N2CCN(Cc3ccccc3F)CC2)CN1Cc1cn(Cc2ccc(C(F)(F)F)cc2)nn1 (stereo unspecified),1
COc1cccc(C(C(=O)NCc2ccccc2)N2CCN(CCN3CCOCC3)CC2)c1OC (stereo unspecified),-6
CCc1nc2ccc(C(=O)NC3CCN(Cc4ccccc4)CC3)cn2c1N(C)Cc1cccs1,5
CCc1nc2c(OCc3cccc(OC)c3)cccn2c1N(C)C(=O)C(C)C,-10
CN(CC(=O)Nc1c(Cl)cccc1Cl)CC(=O)N1CCc2ccccc21,2
COc1cccc(/C=C/C(=O)OCC(=O)Nc2ccc3c(c2)OCO3)c1,-3
CCCCNC(=O)c1[nH]c(C2CCNCC2)nc1-c1cccc(C(F)(F)F)c1,-2
CCCCC[C@H](C)N1C[C@@H](COCc2ccccc2)Oc2cc(N3CC[C@H](O)C3)ccc2S1(=O)=O,5
CC(C)NC(=O)C1(C)CN(S(C)(=O)=O)CC(=O)N1Cc1ccc2c(c1)OCO2 (stereo unspecified),-3
COc1cc(CCN(C(=O)c2cccc(S(C)(=O)=O)c2)C(CCc2ccccc2)c2nc3ccccc3[nH]2)cc(OC)c1 (stereo unspecified),23
CCc1nc2ccc(C(=O)Nc3ccc(OC)c(OC)c3)cn2c1N(C)C(=O)c1cccc(OC)c1,4
Cc1cc(C)c(NC(=O)CN(C)C(=O)CCN2C(=O)C3CCCCC3C2=O)c(C)c1 (stereo unspecified),-2
COc1ccc(-c2cc(CNc3nc(NC(C)C)nc4cc(-c5ccccc5)sc34)on2)cc1,28
CCOC(=O)C1=CC[C@@H](c2ccccc2)N(S(=O)(=O)c2ccc(C)cc2)[C@H]1C=C(C)C,-3
COC(=O)[C@@]12C[C@@H](CC(=O)N3CCC(c4ccccc4)CC3)C(=O)N(Cc3ccccc3)C1=CCC(C)(C)C2,14
OC[C@@H]1CN(C2CCCC2)C[C@H](n2cnc3c(NC4CC4)ncnc32)O1,-4
O=[N+]([O-])c1ccc(NN=C(C2CC2)C2CC2)c([N+](=O)[O-])c1,4
CCOC(=O)C1(C)CCCN1C(=O)c1cccs1 (stereo unspecified),-1
c1ccc(SC23CC4CC(CC(C4)C2)C3)nc1,0
COCOc1cccc(CN2CCC2(C)C(=O)Nc2ccc(OC)c(OC)c2)c1 (stereo unspecified),0
CC1(C(=O)NS(=O)(=O)c2ccccc2)CCN1C(=O)CCc1ccccc1 (stereo unspecified),-8
Cc1cc(C)n2c(NC3CCCCC3)c(-c3ccc(F)cc3)nc2n1,-1
CCOc1cc(OCC)cc(C(=O)N2CCC[C@H]2C(=O)N2CCC[C@H]2C(=O)NCc2ccc(F)cc2F)c1,-5
CN(Cc1ccccc1)C(=O)CCC1CCN(C(=O)c2ccco2)CC1,-10
CCCCCNC(=O)c1[nH]c(C(F)(F)F)nc1-c1ccccc1,-5
CC(=O)NCCNC(=O)C1(C)Cc2c(-c3ccccc3)ccnc2O1 (stereo unspecified),-6
CCC(C)CN1C(=O)CN(S(C)(=O)=O)CC1(C)C(=O)NCc1ccccc1 (stereo unspecified),-5
CC(=O)Nc1cccc(/C(C)=N/NC(=O)c2cccc(S(=O)(=O)N3CCCC3)c2)c1,-2
CCCCn1nnnc1C(c1ccccc1)N1CCN(c2ncc(C(F)(F)F)cc2Cl)CC1 (stereo unspecified),22
O=C(c1cc(Cl)cc(Cl)c1)N1CCC2CC1c1cc(N3CCCCC3)ccc12 (stereo unspecified),16
CCOC(=O)[C@]12CCCC=C1N(Cc1ccc3c(c1)OCO3)C(=O)[C@H](CC(=O)N1CCC(c3ccccc3)CC1)C2,10
COC(=O)c1ccc(Cn2c(C)c(C(=O)NCc3ccc(C#N)cc3)sc2=O)o1,-3
COC(=O)C1(C(=O)OC)C[C@H](c2ccccc2)N(Cc2ccccc2OC)[C@@H]1c1ccccc1,26
CCOC(=O)c1c(C)[nH]c(C(=O)OC(C)C(=O)NC2(C#N)CCCCC2)c1C (stereo unspecified),1
CCCS(=O)(=O)NC(=O)C1(C)CCN(C(=O)c2cc(C)nn2C(C)(C)C)C1 (stereo unspecified),-5
O=C1NC[C@H](CCCCN2C[C@H](Cc3ccc(O)cc3)N(CCc3ccccc3)C(=O)C2=O)N(CCc2ccccc2)C1=O,-9
CCS(=O)(=O)c1nc(S(=O)(=O)c2ccc(C)cc2)c(N2CCCCCC2)s1,3
O=C(O)Cc1ccc2c(c1)Cc1cccnc1O2,-6
Cc1ccc(S(=O)(=O)N2[C@@H](Cc3ccccc3)CO[C@H]2CC(=O)c2ccc(F)cc2)cc1,24
CC1(C(=O)NS(=O)(=O)c2cccs2)CCN1C(=O)C1(c2ccc(Cl)cc2)CC1 (stereo unspecified),-12
CCOc1ccccc1OCCCC(=O)N1CCN(S(=O)(=O)c2ccccc2C#N)CC1,-3
Cc1cccc(NC(=O)CCS(=O)(=O)c2ccc3nc(C)sc3c2)c1,-4
COCc1cccc(-c2csc(C(NC(C)=O)c3cccc(OC)c3)n2)c1 (stereo unspecified),-7
CCCCN1C(=O)C(CC(=O)NC2CCCCC2)CC(C(=O)N(C(C)C)C(C)C)=C1C (stereo unspecified),-2
COC(=O)[C@H]1C[C@H](OC(=O)NCc2ccco2)[C@@]2(O)CN(S(=O)(=O)c3ccc(C)cc3)CC2[C@H]1C(=O)OC (stereo partly specified),-5
OCCOC1CCCc2oc(-c3ccccc3)c(C#CC3(O)CCCCC3)c21 (stereo unspecified),8
CC(C)NC(=O)N(C)C[C@@H]1Oc2cc(C#Cc3ccccn3)ccc2S(=O)(=O)N([C@@H](C)CO)C[C@H]1C,1
COC(=O)[C@@]12C[C@@H](CC(=O)NCCCCc3ccccc3)C(=O)N(Cc3ccco3)C1=CCC(C)(C)C2,22
CC1(C(=O)NS(=O)(=O)c2ccccc2OC(F)(F)F)CCN1C(=O)c1ccccc1 (stereo unspecified),4

# Following part:
SMILES,EBI2 antag
CSCCNC(=O)C1(C)CCN1C(=O)C/C=C/c1ccccc1 (stereo unspecified),2
CCCS(=O)(=O)NC(=O)C1(C)CCN(C(=O)c2cc(-c3cccs3)oc2C)C1 (stereo unspecified),2
Nc1nnnn1/N=C/c1ccccc1Cl,-2
CC1(c2nc3ccccc3[nH]2)CCCC2=Nc3ccccc3CN21 (stereo unspecified),-9
COCc1cn(-c2nc3ccccc3s2)nn1,-6
COc1ccccc1Cn1c(C)c(C(=O)NCCC#N)sc1=O,0
N=C(N)n1ncc2c1CCCC2=O,6
CN(CCc1ccccc1)C(=O)CC1C(=O)NCCN1Cc1ccccn1 (stereo unspecified),3
O=C1NC[C@H](CCCCN2C[C@H](Cc3ccccc3)N(CCc3ccc(O)cc3)C(=O)C2=O)N(CCc2ccc(O)cc2)C1=O,-4
Cc1ccc2nc(-c3ccccc3)c(Cc3cccc(Cl)c3)n2c1,4
COCCNc1nc(NCCN2CCNC2=O)c2sccc2n1,1
C[C@H](CO)N1C[C@H](C)[C@@H](CN(C)C(=O)Nc2cccc(Oc3ccccn3)c2)OCc2cnnn2CCCC1=O,-7
COC(=O)C1(C(=O)OC)c2ccccc2N(S(=O)(=O)c2ccc(C)cc2)C1CC(=O)c1ccccc1 (stereo unspecified),16
COc1ccc([C@H]2C[C@H](O)[C@@H](n3cc(-c4ccc(F)cc4)nn3)CN2Cc2cccs2)cc1,-2
Cc1cc(C)c(C(O)c2ncc(-c3cccc(F)c3)[nH]2)c(C)c1 (stereo unspecified),-8
Cc1ccc(S(=O)(=O)N2C3CC(c4ccccc4)N(S(=O)(=O)c4cccc(Cl)c4)CC3C(=O)C[C@H]2c2ccccc2)cc1 (stereo partly specified),2
O=C(Nc1ccc(F)c(Cl)c1)c1cc(C2CCCN(C(=O)c3cccs3)C2)on1 (stereo unspecified),11
C[C@H](CO)N1C[C@H](C)[C@H](CN(C)S(=O)(=O)c2cccs2)OCc2cnnn2CCCC1=O,-4
CCCOc1cccn2c(N(C)C(=O)c3ccccc3F)c(CC)nc12,-6
C[C@H](CO)NC(=O)c1[nH]cnc1C(=O)Nc1ccc(CNC(=O)OC(C)(C)C)cc1,-7
CC12CCC3c4ccccc4CCC3(CO1)C2 (stereo unspecified),-16
OC(c1ccccc1)(c1ccccc1)C1CCN(CCCOc2ccccc2)CC1,-11
CCNC(=O)N(C)c1c(CC)nc2ccc(C(=O)N3CCN(C(=O)c4ccco4)CC3)cn12,-1
CC1(C(=O)O)CCCN(C(=O)c2ccc(F)cc2Cl)C1 (stereo unspecified),0
COc1ccc(NC(=O)Nc2ccc3c(c2)C(=O)N([C@H](C)CO)C[C@H](C)[C@@H](CN(C)Cc2ccc(Cl)c(Cl)c2)OCCCC[C@@H](C)O3)cc1,-2
O=C(/C=C/[C@H]1O[C@@H](n2cnc3c(NC(=O)c4ccccc4)ncnc32)[C@H](O)[C@@H]1O)NCc1ccco1,1
CC(C)NC(=O)C1(C)CN(S(C)(=O)=O)CC(=O)N1C1CC1 (stereo unspecified),-8
O=C(NCc1cccnc1)c1cc(C2CCCCN2C(=O)c2ccc3c(c2)CCO3)on1 (stereo unspecified),-1
Cc1cc(Br)cn2c(Cc3cccc(F)c3)c(-c3ccc(Cl)cc3)nc12,10
CCc1nc2ccc(C(=O)Nc3cccc(NS(C)(=O)=O)c3)cn2c1N(C)C(=O)c1cccc(OC)c1,0
CCCCCCn1c(=O)n2n(c1=O)[C@@H]1CN(S(=O)(=O)c3ccc(C)cc3)C[C@]1(O)[C@@H](OC(=O)NC1CC1)C2,1
CCN(C)C1CN(Cc2cn(Cc3ccc(C)cc3)nn2)S(=O)(=O)C1 (stereo unspecified),-10
CCCS(=O)(=O)NC(=O)C1(C)CCN(C(=O)c2ccc(OC)cc2)C1 (stereo unspecified),-8
Nc1ccn([C@@H]2O[C@H](C(=O)N3CCSC3)[C@@H](O)[C@H]2O)c(=O)n1,-8
Cc1ccc(-c2cc(C(=O)N/N=C/c3c(C)nn(-c4ccccc4)c3C)[nH]n2)cc1,2
OC(c1cccnc1)c1nc(-c2cccc(F)c2)cs1 (stereo unspecified),1
COc1ccc(-c2csc(C(C)(NC(C)=O)c3ccccc3)n2)cc1 (stereo unspecified),10
Cc1cccc(CC(=O)NCCS(=O)(=O)N2CCN(c3ccccc3)CC2)c1,-3
COc1ccc(NC2CCCN(C(=O)COc3ccc(C(C)=O)cc3)C2)cc1 (stereo unspecified),3
CC(C)(C)c1ccc(NC(=O)c2cc(C3CCCN(C(=O)CCc4ccccc4)C3)on2)cc1 (stereo unspecified),34
COc1ccccc1NC(=O)N(C)C[C@@H]1OCc2cn(nn2)CCCC(=O)N([C@H](C)CO)C[C@H]1C,-1
CC(N)c1csc(NC(=O)Nc2cccc(C(F)(F)F)c2)n1 (stereo unspecified),-19
Cc1ccccc1CC(=O)N1CCC(CCC(=O)NC2CC2)CC1,-8
COC(=O)[C@]12CCCCC=C1N(Cc1ccc(Cl)cc1Cl)C(=O)[C@H](CC(=O)NCc1ccc(OC)c(OC)c1)C2,25
Cc1ccccc1Cn1c(C)c(C(=O)NCC(C)C)sc1=O,-8
O=C(c1cccs1)N1C[C@@H](n2cc(C3CC3)nn2)[C@H](O)C[C@@H]1c1ccccc1,6
C=Cn1cc(CNC[C@H]2O[C@@H](n3ccc(N)nc3=O)[C@H](O)[C@@H]2O)c(C)n1,-8
CNc1cncc(-c2cnn(CC(C)C)c2)n1,3
COc1cc(CN2C[C@@H](CO)O[C@@H](n3cnc4c(NC(C)C)ncnc43)C2)cc(OC)c1OC,-1
COc1ncc(-c2cccc3nccn23)c(OC)n1,-5

# Of the compounds above, these have a Cl atom.
SMILES,EBI2 antag
COC(=O)c1cccc(CC2(C)C(=O)Nc3cc(-c4ccccc4Cl)ccc32)c1 (stereo unspecified),1
CN(CC(=O)Nc1c(Cl)cccc1Cl)CC(=O)N1CCc2ccccc21,2
CCCCn1nnnc1C(c1ccccc1)N1CCN(c2ncc(C(F)(F)F)cc2Cl)CC1 (stereo unspecified),22
O=C(c1cc(Cl)cc(Cl)c1)N1CCC2CC1c1cc(N3CCCCC3)ccc12 (stereo unspecified),16
CC1(C(=O)NS(=O)(=O)c2cccs2)CCN1C(=O)C1(c2ccc(Cl)cc2)CC1 (stereo unspecified),-12
Nc1nnnn1/N=C/c1ccccc1Cl,-2
Cc1ccc2nc(-c3ccccc3)c(Cc3cccc(Cl)c3)n2c1,4
Cc1ccc(S(=O)(=O)N2C3CC(c4ccccc4)N(S(=O)(=O)c4cccc(Cl)c4)CC3C(=O)C[C@H]2c2ccccc2)cc1 (stereo partly specified),2
O=C(Nc1ccc(F)c(Cl)c1)c1cc(C2CCCN(C(=O)c3cccs3)C2)on1 (stereo unspecified),11
CC1(C(=O)O)CCCN(C(=O)c2ccc(F)cc2Cl)C1 (stereo unspecified),0
COc1ccc(NC(=O)Nc2ccc3c(c2)C(=O)N([C@H](C)CO)C[C@H](C)[C@@H](CN(C)Cc2ccc(Cl)c(Cl)c2)OCCCC[C@@H](C)O3)cc1,-2
Cc1cc(Br)cn2c(Cc3cccc(F)c3)c(-c3ccc(Cl)cc3)nc12,10
COC(=O)[C@]12CCCCC=C1N(Cc1ccc(Cl)cc1Cl)C(=O)[C@H](CC(=O)NCc1ccc(OC)c(OC)c1)C2,25

# High-throughput results as filed in PubChem.
